Source: PubChem BioAssay
HDAC3 inh: human HDAC3 inhibition. O15379. 320,000 tested, 0.15% active. inhibition, % at 8.3 µM. recombinant HDAC3, fluorogenic peptide/trypsin coupled, fluorescence; in the data active = inhibition above about 26%, passing the limit was not always enough; inconclusive = no clear call, values can overlap the other calls
Target sequence (O15379 whole entry, looked up): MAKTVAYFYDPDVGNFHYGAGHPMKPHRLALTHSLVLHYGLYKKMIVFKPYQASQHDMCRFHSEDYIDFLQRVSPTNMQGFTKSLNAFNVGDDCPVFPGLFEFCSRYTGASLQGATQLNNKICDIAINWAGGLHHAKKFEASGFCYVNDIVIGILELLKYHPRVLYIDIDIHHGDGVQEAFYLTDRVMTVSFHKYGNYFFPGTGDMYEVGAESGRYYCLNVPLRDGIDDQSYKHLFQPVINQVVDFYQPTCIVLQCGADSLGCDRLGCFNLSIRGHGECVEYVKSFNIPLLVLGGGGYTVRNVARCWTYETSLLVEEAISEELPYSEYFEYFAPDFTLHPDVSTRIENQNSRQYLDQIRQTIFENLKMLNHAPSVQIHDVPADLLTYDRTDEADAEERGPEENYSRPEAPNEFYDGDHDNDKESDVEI
An asterisk follows results filed as active; ? = inconclusive. The list is partial, so the mix of outcomes need not match the whole.

SMILES | HDAC3 inh
CCN(C(=O)COC(=O)c1cnc(C)cn1)c1c(N)n(Cc2ccccc2)c(=O)[nH]c1=O | -1
O=C(NCc1cc(C(F)(F)F)ccc1Cl)c1cccc2c1C(=O)c1ccc(N3CCCCC3)cc1S2(=O)=O | 3
CCN(C(=O)c1cc(S(=O)(=O)N2CCCC2)ccc1C)C1CCS(=O)(=O)C1 (stereo not drawn) | 0
O=C(NCC#CCSc1nnc(-c2cccc3ccccc23)o1)c1cccs1 | 4
O=C1ON=C(c2ccccc2[N+](=O)[O-])/C1=C/c1cccc([N+](=O)[O-])c1O | 1
C#CCOCCOCCOCCNc1nc(N2CCN(C(=O)CCCCCCCCCCNC(=O)Cn3cc(CCCCCN)nn3)CC2)nc(N2CCN(C(=O)CCCCCCCCCCNC(=O)Cn3cc(CCCCCN)nn3)CC2)n1 | 7
O=C(CSc1ccc(S(=O)(=O)N2CCCCC2)cn1)Nc1ccccc1Br | 7
Cc1ccc(C(=O)NCC(c2cccs2)N(C)C)cc1S(=O)(=O)N1CCOCC1 (stereo not drawn) | -4
CCOc1ccc(S(=O)(=O)N2CCC(C(=O)OCc3cccc(OC)c3OC)CC2)cc1 | 1
N#Cc1ccc(OCC(=O)NC(=O)NC2CCS(=O)(=O)C2)cc1 (stereo not drawn) | -4
Cc1cccc(NC(=O)CNC(=O)COc2cccnc2[N+](=O)[O-])c1C | -2
CCOc1ccc(OCCC(=O)OCC(=O)NCCc2ccc(S(N)(=O)=O)cc2)cc1 | 6
N#CCSc1ccccc1NC(=O)CN1C(=O)C(=O)N(Cc2ccccc2)C1=O | ?
O=C(Nc1ccc(Cl)cc1)c1nc[nH]c1C(=O)NCCCCNC(=O)c1[nH]cnc1C(=O)Nc1ccc(Cl)cc1 | -8
Cc1ccc(S(=O)(=O)N(C)c2ccc(OC(=O)COc3ccccc3)cc2)cc1 | 7
CC12CCC(=O)N1C(C(=O)NNC(=O)COc1ccccc1F)CS2 (stereo not drawn) | ?
COc1ccc(-n2nnnc2SCC(=O)N(C)C2CCS(=O)(=O)C2)cc1 (stereo not drawn) | 0
CC1CCCCC1NC(=O)Cn1cc([N+](=O)[O-])ccc1=O (stereo not drawn) | 8
Cc1cccc(C(=O)OCC(=O)NCc2ccco2)c1 | 0
CNC[C@@H]1Oc2ccc(NS(=O)(=O)c3ccc(OC)cc3)cc2CC(=O)N([C@H](C)CO)C[C@@H]1C | 2
O=C1C=C(c2ccc3c(c2)OCO3)C[C@@H](c2ccc(Cl)cc2)C1 | -4
C[C@H](CO)N1C[C@H](C)[C@@H](CN(C)S(=O)(=O)c2cccs2)Oc2ccc(NC(=O)Nc3ccccc3)cc2C1=O | 5
Cc1nc2ccc(NC(=O)CSc3ccccc3)cc2s1 | 2
COc1cc(S(C)=O)ccc1-c1nc2ncccc2[nH]1 (stereo not drawn) | -23
CC(C)(C)N(Cc1ccccc1)C(=O)COC(=O)c1ccc(N2CCCC2=O)cc1 | -7
COc1ccc2c3n(nc2c1)CCN=C3c1ccc(Cl)cc1 | -10
CCOC(=O)[C@H]1[C@H]2COc3ccc(OC)cc3[C@@H]2N2C(=O)c3ccccc3NC(=O)[C@@]12C | -1
CN(CC(=O)Nc1c(Cl)cccc1Cl)C(=O)Cc1ccsc1 | -4
C=CCNC(=O)c1n[nH]c2c1CC(C(C)(C)CC)CC2 (stereo not drawn) | -3
CCC(C)[C@@H](CN)NCC1(c2ccccc2)CC1 (stereo partly drawn) | 7
CCc1cc2c(COC(=O)c3cc(S(=O)(=O)N4CCOCC4)ccc3F)cc(=O)oc2cc1O | -4
C[C@@H]1CN([C@@H](C)CO)C(=O)c2cccc(NS(=O)(=O)c3cccs3)c2O[C@H]1CN(C)Cc1ccc(C(F)(F)F)cc1 | 7
COC(=O)c1c(C)[nH]c(C(=O)OCC(=O)c2ccc(C)s2)c1C | 2
CC(C)(C)c1ccc(C(=O)NC(=O)CSc2n[nH]c(N)n2)cc1 | -2
O=S(=O)(c1ccc(SCc2ccc(Cl)cc2)nc1)N1CCCC1 | -1
Nc1ncnc2c1ncn2[C@@H]1O[C@H](CNCc2ccccc2)[C@@H](O)[C@H]1O | 0
CC(C)(CNC(=O)c1ccc(S(=O)(=O)Nc2cccc(C(F)(F)F)c2)cc1)N1CCOCC1 | 3
C[C@H](CO)N1C[C@H](C)[C@@H](CN(C)CC2CCCCC2)Oc2c(NS(=O)(=O)c3cccs3)cccc2C1=O | 2
COc1ccc(C(=O)COC(=O)/C=C/c2ccccc2)c(OC)c1 | 1
O=C(Nc1nc(-c2ccc(F)c(F)c2)cs1)C1=COCCO1 | 9
CC1(C)C2CCC1(CS(=O)(=O)N1CCCC1C(=O)O)C(=O)C2 (stereo not drawn) | -7
CC(=O)N1CCN(C(=O)c2ccc(Cl)c(S(=O)(=O)N3CCCCCC3)c2)CC1 | -12
COc1cccc(CN(CC(=O)NCc2ccccc2)S(=O)(=O)CCl)c1 | 3
Cc1cc(C)cc(C(=O)NCC(=O)N2CCC(C(N)=O)CC2)c1 | 0
CS(=O)(=O)c1ccc(C(=O)Nc2cc(-c3ccccc3)nn2-c2ccccc2)cc1 | -9
O=C(CNc1ccccc1F)Nc1cc(S(=O)(=O)N2CCCCC2)ccc1Cl | -5
CN1CCN(S(=O)(=O)c2ccc(N3CCN(c4ccccc4Cl)CC3)nc2)CC1 | -1
Cc1noc(C)c1COc1ccc(C(=O)NCCOc2ccccc2)cc1 | -2
O=C(COc1ccccc1/C=C1\SC(=S)NC1=O)Nc1ccc(F)cc1 | -3
CCC1Nc2ncnc(N3CCCCC3)c2N(Cc2ccc(C)cc2)C1=O (stereo not drawn) | -1
COCCN(C(=O)COC(=O)Cc1c(C)nc2ccccc2c1C)c1c(N)n(CC(C)C)c(=O)[nH]c1=O | -2
COc1cc(OC)cc(-c2c(-c3cccs3)c3cc(-c4ccc5c(c4)OCO5)ccc3n2C)c1 | -7
CS(=O)(=O)c1cccc(C(=O)OCC(=O)NCc2cccs2)c1 | -2
C/C(=N\OCC(=O)OCC(=O)Nc1cc(S(C)(=O)=O)ccc1Cl)c1ccc2c(c1)OCO2 | ?
O=C(c1ccc(Cl)c(S(=O)(=O)N2CCc3ccccc32)c1)N1CCN(c2ccccc2O)CC1 | -2
O=C(NC1CCCC1)c1cccc2c1C(=O)c1ccc(Cl)cc1S2(=O)=O | -10
C[C@H](CO)N1C[C@H](C)[C@@H](CN(C)S(=O)(=O)c2ccccc2)Oc2ccc(NC(=O)Nc3ccc(C(F)(F)F)cc3)cc2C1=O | 11
CCCNC(=O)C(Cc1ccccc1)NC(=O)Cc1ccccc1 (stereo not drawn) | 1
Cc1ccc(S(=O)(=O)NCC(=O)NCC(=O)NCCc2ccccc2F)cc1C | 0
COc1cccc(C(=O)NNC(=O)CCN2CCN(c3ccccc3)CC2)c1 | -17

Following part
SMILES | HDAC3 inh
COc1cc2c(cc1OC)CN(C(=O)CSc1ccc(F)cc1)CC2 | 2
COc1ccc(NC(=O)[C@@H](NS(=O)(=O)c2cccc(Cl)c2)C(C)C)cc1S(=O)(=O)N1CCOCC1 | -2
Cc1ccc(C)c(NC(=O)CN(C)C(=O)C2=NNC(=O)CC2)c1 | -8
COc1cc2cc(CCCOC(=O)CCC(=O)O)oc(=O)c2cc1OC | 4
Cc1ccc(S(=O)(=O)N2CCC(C(=O)N/N=C/c3cccn3C)CC2)cc1 | -3
Cc1nc2ccc(NS(=O)(=O)c3c(F)cccc3F)cc2s1 | -3
O=C(Nc1cccc(C(F)(F)F)c1)C1=CC=CN2CCS(=O)(=O)N=C12 | 11
Cc1nn(C)c(C)c1NC(=O)COc1ccc(Cl)cc1 | 4
CCC[C@@H](CN1CCC[C@H]1CN1C(N)=NC[C@@H]1Cc1ccccc1)N1C[C@@H]([C@H](C)CC)N(CCc2ccc(Cl)c(Cl)c2)C1=N | -11
CCC(=O)NC(c1cc(Cl)c2cccnc2c1O)C1CC1 (stereo not drawn) | -4
COc1cccc(NC(=O)COC(=O)c2cc(=O)c3ccccc3o2)c1 | -2
CC[C@]12c3[nH]c4ccccc4c3CCN1C(=O)C(CC(=O)NCCC1=CCCCC1)C[C@@H]2C(=O)N1CCN(C(=O)c2ccco2)CC1 (stereo partly drawn) | 1
O=C(CSc1ncnc2sccc12)NCc1ccc2c(c1)OCO2 | 13
OCC[C@H]1C[C@H](O)[C@@H](O)[C@]2(OCc3ccccc32)O1 | -4
O=C(NN1CCOCC1)c1c(-c2ccccc2)sc2ccccc12 | 1
O=C(OCC(=O)N1CCC(Cc2ccccc2)CC1)c1ccccc1O | -1
O=C(CCN1CCOCC1)NNC(=O)c1ccc(Cl)c([N+](=O)[O-])c1 | -5
CC(=O)Nc1ccc(C(=O)CN2C(=O)NC3(CCCCCC3)C2=O)c(F)c1 | -2
CC1(NC(=O)Nc2cccc(Br)c2)CCS(=O)(=O)C1 (stereo not drawn) | 0
N#Cc1ccc(C2=CC(=O)C[C@H](c3ccc(Cl)cc3)C2)cc1 | 2
CC(Sc1ccccn1)C(=O)Nc1ccc2c(c1)OCO2 (stereo not drawn) | 2
COc1ccc2sc(-c3ccccc3OC)c(-c3ccc(O)cc3)c2c1 | -2
C#CCOCCOCCOCCNc1nc(N2CCN(C(=O)[C@H](CCCCN)n3cc([C@@H](N)[C@H](C)CC)nn3)CC2)nc(N2CCN(C(=O)[C@H](CCCCN)n3cc([C@@H](N)CC(N)=O)nn3)CC2)n1 | -1
O=C1CN(C(=O)COC(=O)c2ccc([N+](=O)[O-])o2)c2ccccc2N1 | 3
Cc1ccc(NC(=O)CN(C)CC(=O)N(C)Cc2ccccc2)cc1 | 0
C[C@H](CO)N1C[C@H](C)[C@@H](CN(C)C(=O)Nc2ccccc2)Oc2ccc(NC(=O)Nc3ccc(C(F)(F)F)cc3)cc2C1=O | 17
CC(C)[C@H](NC(=O)c1ccccc1F)C(=O)OCC(=O)Nc1sccc1C(N)=O | 2
O=[N+]([O-])c1ccc(CSc2ccc(S(=O)(=O)N3CCCC3)cn2)cc1 | 0
C[C@H](CO)N1C[C@H](C)[C@@H](CN(C)Cc2ccccc2)Oc2c(NC(=O)Cc3ccccc3)cccc2C1=O | 1
CCCc1nnc(NC(=O)c2ccc(S(=O)(=O)N(C)c3ccccc3OC)cc2)s1 | -4
CCN(CC(=O)Nc1ccc(N2CCOCC2)cc1)C(=O)Cc1ccccc1 | -5
NC(=O)C1CCN(c2nc(-c3ccccc3C(F)(F)F)cs2)CC1 | -2
CC(C)(Oc1ccc(C2CC2(Cl)Cl)cc1)C(=O)O (stereo not drawn) | 6
Cc1ccc(C(=O)NNC(=O)c2ccc(NS(=O)(=O)c3cccs3)cc2)o1 | 2
OCC[C@H]1C[C@@H](O)[C@H](O)[C@]2(CCCc3ccccc3O2)O1 | -1
COc1ccc(S(=O)(=O)N2CCN(CC(=O)Nc3sccc3C(N)=O)CC2)cc1OC | 1
COc1ccccc1NS(=O)(=O)c1ccc(C(=O)NCc2ccncc2)cc1 | 0
CCCN(CC(=O)Nc1ccccc1C)C(=O)c1cc(C)oc1C | -2
CC(NCC(=O)Nc1cc(S(=O)(=O)N2CCOCC2)ccc1N1CCOCC1)c1ccco1 (stereo not drawn) | 6
O=C(CSc1ccccc1)NCC(c1ccco1)N1CCCCC1 (stereo not drawn) | 6

Taken from the results shown, 2 compounds:
SMILES | HDAC3 inh
CC(NCC(=O)Nc1cc(S(=O)(=O)N2CCOCC2)ccc1N1CCOCC1)c1ccco1 (stereo not drawn) | 6
O=C(CSc1ccccc1)NCC(c1ccco1)N1CCCCC1 (stereo not drawn) | 6

Going on with the list:
SMILES | HDAC3 inh
CN(C(=O)CSc1nnc(-c2ccco2)n1Cc1ccccc1)C1CCS(=O)(=O)C1 (stereo not drawn) | 5
O=C(COc1ccccc1F)OCC(=O)c1ccc([N+](=O)[O-])cc1 | 4
CN1C(=O)[C@H]2[C@@H](/C=C/c3ccccc3)N3C(=O)CN(Cc4ccc(-c5ccccc5)cc4)C(=O)[C@@]3(C)[C@H]2C1=O | 7
CC(NC(=O)C1CCN(C(=O)c2ccc(F)cc2)CC1)c1ccc(S(N)(=O)=O)cc1 (stereo not drawn) | 2
CCCCOC(=O)c1ccc(NC(=O)COC(=O)c2ccc3ncsc3c2)cc1 | ?
COc1cc(CC(=O)OCC(=O)NC2CCCCCC2)cc(OC)c1OC | 2
CN(CC(=O)Nc1cccc(F)c1)CC(=O)Nc1cccc2ccccc12 | 6
CN(CC(=O)Nc1cccc(F)c1)C(=O)c1ccc2c(c1)NC(=O)CS2 | -4
CNC(=O)c1c(I)c(C(=O)NCC(=O)Nc2c(I)c(C(=O)O)c(I)c(C(=O)NCCO)c2I)c(I)c(N(C)C(C)=O)c1I | -3

Structural class, the entries above with an aryl thioether with sulfur outside any ring.
SMILES | HDAC3 inh
O=C(NCC#CCSc1nnc(-c2cccc3ccccc23)o1)c1cccs1 | 4
O=C(CSc1ccc(S(=O)(=O)N2CCCCC2)cn1)Nc1ccccc1Br | 7
N#CCSc1ccccc1NC(=O)CN1C(=O)C(=O)N(Cc2ccccc2)C1=O | ?
COc1ccc(-n2nnnc2SCC(=O)N(C)C2CCS(=O)(=O)C2)cc1 (stereo not drawn) | 0
Cc1nc2ccc(NC(=O)CSc3ccccc3)cc2s1 | 2
CC(C)(C)c1ccc(C(=O)NC(=O)CSc2n[nH]c(N)n2)cc1 | -2
O=S(=O)(c1ccc(SCc2ccc(Cl)cc2)nc1)N1CCCC1 | -1
COc1cc2c(cc1OC)CN(C(=O)CSc1ccc(F)cc1)CC2 | 2
O=C(CSc1ncnc2sccc12)NCc1ccc2c(c1)OCO2 | 13
CC(Sc1ccccn1)C(=O)Nc1ccc2c(c1)OCO2 (stereo not drawn) | 2
O=[N+]([O-])c1ccc(CSc2ccc(S(=O)(=O)N3CCCC3)cn2)cc1 | 0
O=C(CSc1ccccc1)NCC(c1ccco1)N1CCCCC1 (stereo not drawn) | 6
CN(C(=O)CSc1nnc(-c2ccco2)n1Cc1ccccc1)C1CCS(=O)(=O)C1 (stereo not drawn) | 5
